RSV antiviral HEp-2 – inhibition of RSV-induced cytopathic effect – HEp-2 cells, primary 10 µM value included (AID 2391). HEp-2 cells, RSV-induced CPE inhibition; higher % means a stronger effect. CPE inhibition, % at 10 µM; hits with a dose series show IC50 in µM. 310,000 tested, 0.13% active; in the data active = a potency from the dose series; inconclusive = CPE inhibition mostly from about 23% at the one dose, without a potency; inactive = the rest, 99 in 100 with CPE inhibition below about 21%; also: strong numbers were not always called active
UTI89 phage lysis – inhibition of K1F phage lysis, E. coli UTI89, bacterial capsule biogenesis inhibitors, alamar blue (AID 488966) | inhibition, % at 100 µM; hits with a dose series show IC50 in µM | E. coli UTI89 K1F phage lysis, alamar blue, 2 h; higher % means a stronger effect | 340,000 tested, 0.02% active;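 active = phage lysis inhibition, versus mean bacterial control, above a set limit; inconclusive = no clear call, values can overlap the other calls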;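 also: capsule biogenesis inhibitors block K1F phage lysis so surviving cells raise fluorescence; higher fluorescence means more inhibition of phage lysis; actives were called in the ten point dose series up to 300 µM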
Large T inhibition – SV40 large T antigen inhibitors, biochemical (AID 1903); SV40 large T antigen ATPase/helicase inhibition assay; higher % means a stronger effect; one-dose inhibition, % at 20 µM; IC50 in µM for titrated hits; 310,000 tested, 0.39% active; in the data active = a potency from the dose series; inconclusive = inhibition mostly from about 32% at the one dose, without a potency; inactive = the rest, 99 in 100 with inhibition below about 32%; also: strong numbers were not always called active
T cell modulator – T cell immune modulators affecting CD8 T cell-vesicle binding; AID 2052; 2C CD8+ T cell-vesicle binding, flow cytometry; stronger effect = lower value; calls only at 7 µM; 330,000 tested, 0.068% active;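 active = response, share of CD8 T cells binding vesicles, and their 90th percentile fluorescence all below set limits, cut at about 80% in these data, passing the limit was not always enough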
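Incubation: binding step 1.5 h, 37 °C, antibody labelling 20 min, ice; system: murine 2C transgenic CD8+ T lymphocytes; technique: cytometric PE anti-B7-1 and Alexa647 anti-CD8 signals after 1% paraformaldehyde fixation; also added: QL9-charged Drosophila Ld/ICAM-1/B7-1 vesicles; control set: naked versus QL9-loaded vesicles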
MgcRacGAP inhibition – MgcRacGAP GTPase-activating activity inhibitors, confirmation, biochemical, ADP Hunter fluorescence; MgcRacGAP-stimulated Rac1 GTP hydrolysis, ADP Hunter fluorescence; higher % means a stronger effect; GST-tagged Rac1 F28L mutant substrate; inhibition, % at 30 µM, or IC50 in µM where a hit was titrated; 340,000 tested, 0.6% active; AID 624330;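 active = first-screen hits whose inhibition reached a set limit at any dose in the follow-up dose series; inconclusive = inhibition above the set first-screen limit but never retested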;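 also: fluorescence reports GDP produced by GAP-driven GTP hydrolysis; strong numbers were not always called active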
NTR1 agonist – NTR1-driven beta-arrestin-GFP spot formation – imaging, U2OS cells, high content, primary screen (AID 493036). activation, % at 20 µM. 330,000 tested, 0.17% active. agonist mode;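 active = activation at or above 40% of the spot to cytoplasm intensity ratio, with at least 20 cells analyzed; inconclusive = wells under 20 cells, flagged as cytotoxic or low count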;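 also: 0% = DMSO without peptide and 100% = 100 nM NTR1 peptide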
Target sequence (P30989 whole entry, looked up): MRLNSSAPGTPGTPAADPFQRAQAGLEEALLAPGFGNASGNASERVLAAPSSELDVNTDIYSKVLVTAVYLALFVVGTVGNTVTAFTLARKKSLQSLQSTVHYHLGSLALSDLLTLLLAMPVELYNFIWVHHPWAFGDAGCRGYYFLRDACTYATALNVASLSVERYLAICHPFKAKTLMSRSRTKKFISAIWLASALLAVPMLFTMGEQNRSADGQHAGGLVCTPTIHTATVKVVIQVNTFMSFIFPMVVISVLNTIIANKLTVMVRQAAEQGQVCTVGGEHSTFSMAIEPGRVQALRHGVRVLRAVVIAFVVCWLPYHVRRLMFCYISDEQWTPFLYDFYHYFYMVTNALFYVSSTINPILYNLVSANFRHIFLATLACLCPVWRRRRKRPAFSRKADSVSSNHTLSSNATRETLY
TNAP activators – human TNAP enzyme activators, primary screen, biochemical, luminescent, no phosphate acceptor, uHTS (AID 1001); 200,000 tested, 0.03% active; activation fold at 20 µM; hits with a dose series show EC50 in µM; purified TNAP, luminescent activation assay, no phosphate acceptor; higher activation fold means a stronger effect; in the data active = activation fold from about 3, or a potency from the dose series; inactive = the rest, 99 in 100 with activation fold below about 1.6; also: many of its hits are not listed in these tables
Myeloid diff MLP – compounds promoting myeloid differentiation. ER-HoxA9 myeloid progenitors, lysozyme-GFP differentiation, flow cytometry. calls only at 10 µM. 360,000 tested, 1% active. AID 624256;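 active = normalized GFP-positive differentiation at or above the plate's own cutoff, the solvent-only control mean plus 3 SD; inconclusive = no clear call, values can overlap the other calls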;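 also: cells exposed to compound for four days before flow analysis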
Salmonella PhoP GFP – PhoP-dependent GFP reporter repression – Salmonella Typhimurium, primary screen (AID 1863); S. Typhimurium PhoP-regulated promoter GFP reporter, 4 h; higher % means a stronger effect; inhibition, % at 50 µM; hits with a dose series show IC50 in µM; 300,000 tested, 0.16% active;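 active = inhibition over 29.93%, a cutoff 3 SD above the screen mean, later confirmed by dose response; inconclusive = inhibition over 29.93% but no dose response follow-up; inactive = inhibition at most 29.93% or unconfirmed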;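 also: 0% = low Mg2+ inducing control and 100% = high Mg2+ repressing control; strong numbers were not always called active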
T cell modulator vesicle-bound % – second read-out of T cell modulator, no call of its own (marks repeat the call); double positive events, %; measured here: CD8+ vesicle-bound cell fraction;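 binding gate set so that unloaded-vesicle control wells show 10% double positive cells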
NTR1 agonist cell count 20 µM – second read-out of NTR1 agonist, no call of its own (marks repeat the call); cell count; measured here: cell count, cytotoxicity flag
Myeloid diff MLP GFP+ MAC1+ % – recorded beside Myeloid diff MLP, whose call it bears; GFP+ MAC1+ double positive, %; measured here: differentiation confirmed by MAC1 staining
* = called active by the depositor; i = inactive; ? = inconclusive; . = not tested or not shown; + = active, no number; [ ] = another dose, or the depositor's remark.

Compound | Myeloid diff MLP GFP+ MAC1+ % | NTR1 agonist | RSV antiviral HEp-2 | Salmonella PhoP GFP | NTR1 agonist cell count 20 µM | T cell modulator vesicle-bound % | TNAP activators | T cell modulator | UTI89 phage lysis | Myeloid diff MLP | Large T inhibition | MgcRacGAP inhibition
COc1ccc(-n2c(SC(CN3CCCCC3)CN3CCCC3=O)nc3ccccc3c2=O)cc1 (stereo not given) | 2.0 | 1.8 | 1.2% | -1% | 60 | 51 | 1 | i | 3.7% | i | 2% | 3%
C=CCn1c(-c2ccccc2[N+](=O)[O-])n[nH]c1=S | 0.0 | -0.3 | 1.7% | -4% | 34 | 64 | 1 | i | -0.6% | i | 4% | 8%
CC1CCCN(S(=O)(=O)c2cc(Cl)ccc2Cl)C1 (stereo not given) | 5.6 | 1.2 | 1.1% | 1% | 63 | 9 | 1 | i | 1.4% | i | -2% | 7%
O=C(COC(=O)c1cc(Br)ccc1Cl)NC1CC1 | 0.6 | . | . | -4% | . | . | 1.2 | . | 2.4% | i | 7% | -5%
C=CCOc1ccc(CNn2c(C)n[nH]c2=S)cc1OC | 0.9 | -0.6 | 5.7% | -9% | 56 | 47 | 0.7 | i | -0.5% | i | 15% | 2%
C/C(N)=C(/C#N)C(=O)CSc1nc2cc(Cl)ccc2c(=O)n1-c1ccc(C)cc1 | 0.2 | 28 | 2.8% | 25% | 61 | 42 | 1.1 | i | 2.4%[50 µM] | i | 14% | 8%
CCOC(=O)CCN1C(=O)c2ccccc2Sc2ncccc21 | 0.3 | 0.8 | 1.3% | 0% | 86 | 54 | . | i | 0.5% | i | 26% | .
Cc1cccc(C)c1NC(=O)C1CCCN1C(=O)Nc1cccc(F)c1 (stereo not given) | 2.4 | 0.7 | 2.9% | 0% | 38 | 13 | . | i | 0.4% | i | -2% | 2%
CS(=O)(=O)N1CCc2cc(C(=O)Nc3ccccc3Br)ccc21 | 0.6 | -0.6 | 5.2% | 0% | 96 | 36 | . | i | -0.2%[50 µM] | i | 18% | 6%
O=C(NCCCO)C(=O)NCC(c1ccc2c(c1)OCO2)N1CCN(c2ccc(F)cc2)CC1 (stereo not given) | 0.0 | -1.2 | 1.1% | 1% | 55 | 30 | . | i | 0.1% | i | 5% | 8%
COc1cc(OC)nc(Oc2cccc(Cl)c2C)n1 | 0.4 | -1.3 | 1.5% | . | 39 | 57 | . | i | . | i | 17% | .
CC(C)CCNC(=O)CN(C(=O)CCC(=O)Nc1ccccn1)c1ccc(F)c(Cl)c1 | 0.3 | -0.7 | -0.7% | 6% | 43 | 6 | 1 | i | 0.2% | i | 7% | 2%
CS(=O)(=O)N(CC(=O)N1CCc2ccccc2C1)c1ccc(Br)cc1 | 0.7 | 0.8 | 11% | . | 37 | 19 | . | i | . | i | 14% | .
CCCNS(=O)(=O)c1ccc(OCC(=O)N2CCCC2)cc1 | 0.3 | 0.8 | 3.6% | 5% | 30 | 65 | 1.6 | i | 0.5% | i | 2% | 2%
Cc1ccc(CNC(=O)c2cncc(Br)c2)cc1 | 0.4 | -0.1 | 3.4% | -2% | 39 | 2 | 1.1 | i | -0.1% | i | 9% | 5%
COC(=O)c1c(N2C(=O)[C@H]3[C@@H](C2=O)[C@]2(C(=O)Nc4c2ccc(C)c4C)N2CCC[C@@H]32)sc(C)c1C | 0.8 | 3.4 | 4.5% | 15% | 63 | 5 | 1 | i | -0.7% | i | 2% | 6%
Cc1ccc2nc(C3CCCN(C(=S)Nc4ccccc4C)C3)[nH]c2c1 (stereo not given) | 0.9 | 0.9 | 4.4% | -11% | 53 | 48 | 1 | i | 0.4% | i | 10% | 0%
Cc1noc(C)c1C(=O)Nc1ccc(S(=O)(=O)N2CCCCC2)cc1 | 0.9 | 1.8 | 6.8% | -1% | 61 | . | . | . | 1.3%[50 µM] | i | 26% | 6%
NC(=O)c1ccccc1NC(=O)c1ccc2ccccc2c1 | 0.1 | 1.5 | 5.2% | -5% | 49 | 28 | . | i | -0.6% | i | 5% | 19%
COc1ccc(OC)c(-c2csc(NC(=O)COC(=O)C3(C)CC3(Cl)Cl)n2)c1 (stereo not given) | 0.2 | 13 | 16% | . | 56 | 47 | . | i | -0.1%[50 µM] | i | . | 12%
COC(=O)NCCc1cc(OC)c(OC)cc1S(=O)(=O)N1CC(=O)Nc2ccccc21 | 1.1 | 0.2 | 1.5% | -3% | 88 | 24 | . | i | 0.2% | i | 4% | 3%
CCOc1ccc(NC(=O)CN(C)C(=O)c2ccc(N3CCCCCC3)c([N+](=O)[O-])c2)cc1OCC | 0.7 | 3.2 | 19% | 4% | 60 | 60 | . | i | -0.8%[50 µM] | i | 19% | 3%
COc1ccccc1N1N=C(c2cccs2)CC1c1ccccc1 (stereo not given) | 0.3 | 5.9 | 4.2% | 14% | 54 | 30 | 1.7 | i | 1.9% | i | 5% | 15%
CC(=O)N(C)c1ccc(C(O)(C(F)(F)F)C(F)(F)F)cc1 | 0.3 | -0.4 | 0.4% | -8% | 53 | 51 | 1.1 | i | 0.0% | i | 8% | -6%
CC(C)(C)NC(=O)COC(=O)c1ccc2c(c1)C(=O)N(Cc1ccco1)C2=O | 1.1 | 0.4 | 0.9% | -2% | 41 | 20 | . | i | 0.3% | i | 5% | 0%
CN(C(=O)COc1ccc(Cl)cc1Br)C1CCCCC1 | 0.8 | 3.1 | 12% | 10% | 43 | 37 | . | i | 0.0% | i | 7% | 10%
CSC(=NC#N)N1CCN(c2ccc(Cl)cc2)CC1 | 1.1 | 2.2 | 14% | 6% | 102 | 29 | 1 | i | 0.1% | i | 17% | 9%
CC(C)=CCN1CCN(Cc2ccc3nsnc3c2)CC1CCO (stereo not given) | 0.5 | 2.1 | -2.7% | -8% | 53 | 41 | 1.1 | i | 0.2% | i | 70% | 5%
COc1cccc(OCc2cc(C(=O)N(C)C3CCOCC3)no2)c1 | 9.8* | -0.3 | 1.9% | -2% | 63 | 19 | . | i | 1.3% | + | 25% | 4%
CCCCn1[nH]c(-c2ccccc2)cc1=O | 0.3 | 3.4 | 2.3% | -3% | 51 | 57 | 1 | i | 7.3% | i | 10% | 8%
O=C(C1COc2ccccc2O1)N1CCN(c2ccccc2O)CC1 (stereo not given) | 0.5 | 0.5 | 2.7% | . | 57 | 40 | . | i | 0.0%[50 µM] | i | . | 3%
Nc1cc2nc[nH]c2cc1N | 0.3 | 0.7 | . | 16% | 78 | . | 1.1 | . | 1.1% | i | 1% | 9%
COc1ccc(CC(=O)Nc2cc3oc4ccccc4c3cc2OC)cc1 | 0.5 | 1.8 | 55% | -28% | 38 | 47 | 1.1 | i | 3.0% | i | 7% | 7%
Cc1ccc(C(=O)N2CC(=O)Nc3ccc(F)cc3C2c2ccccc2)cc1[N+](=O)[O-] (stereo not given) | 0.8 | 7.1 | 3.4% | 15% | 73 | 40 | 1.1 | i | 8.3% | i | 11% | -2%
O=C(CSc1nnc(Cc2cc(=O)[nH]c(=O)[nH]2)n1-c1ccc(F)cc1)N1CCCCC1 | 1.3 | 2.6 | -0.7% | -10% | 68 | 61 | 1.1 | i | 3.2% | i | 26% | 7%
CCN(CC)c1ccc(NC(=O)CSc2nc3nc(C)cc(C)c3c(=O)[nH]2)cc1 | 0.5 | 0.6 | 6.3% | -5% | 64 | 31 | . | i | -0.6%[50 µM] | i | 10µM* | ?
NC(=O)CSc1nc2sc(-c3ccccc3)cc2c(=O)n1N | . | 0.7 | -0.1% | -5% | 44 | 9 | 1 | i | -0.1% | . | 11% | 11%
c1ccc2cc(CCCc3cc4ccccc4cn3)ncc2c1 | 1.8 | 3.1 | 1.5% | . | 58 | 40 | . | i | 3.3% | i | . | 7%
COc1cc(C(F)(F)F)c(C(=O)N(C)Cc2cc(Cl)cc(Cl)c2)cn1 | 1.0 | 1.7 | 6.4% | -11% | 47 | 18 | . | i | 0.2% | i | 3% | 12%
Fc1ccc(NC(=S)NCCc2ccc(Cl)cc2)cc1 | 1.8 | 0.9 | 0.4% | 0% | 39 | 40 | 1 | i | 2.2% | i | 15% | 1%
CC(C)Oc1ccccc1-c1nc(SCC(=O)O)n[nH]1 | 0.0 | 1.2 | 0.2% | -1% | 52 | 48 | 1 | i | -0.1% | i | 1% | -4%
O=c1c2sc(-c3ccccc3)cc2nc2n1CCCCC2 | 0.4 | 3.0 | . | -5% | 49 | 21 | . | i | -1.2% | i | 5% | 10%
Cc1nc(N2CCOCC2)c2c(C)c(C(=O)Nc3ccccc3Cl)sc2n1 | 0.1 | 0.4 | -1.0% | 1% | 48 | 19 | 1.1 | i | 0.0% | i | 9% | 2%
CCn1nc(C)c(NC(=O)/C=C/c2cnn(C)c2)c1C | 1.7 | -0.7 | 0.6% | 0% | 79 | 46 | 1.1 | i | 6.5% | i | 22% | 3%
Cc1cc(C)n2nc(SCC(=O)NC(=O)c3ccccc3Cl)nc2n1 | 0.3 | -2.0 | 1.4% | . | 52 | 15 | . | i | 0.5%[50 µM] | i | . | 3%
Cc1cccc2cc(C#N)c(SCC(=O)N3CCC(C)CC3)nc12 | 0.2 | 7.8 | 4.5% | -13% | 46 | 41 | 1.1 | i | 0.4% | i | 6% | 5%
CCOC(=O)c1ccc(Nc2c(CC)c(C)nc3ncnn23)cc1 | 4.7 | 1.7 | 1.1% | -17% | 78 | 8 | 1 | i | -0.5% | i | 1% | 0%
CCOC(=O)C1(Cc2cccc(F)c2)CCN(C(=O)Cc2cccnc2)CC1 | 0.3 | 0.0 | 0.9% | -8% | 77 | 48 | 1.1 | i | 0.5% | i | 8% | 2%
COC(=O)c1nc(-n2nc(C)cc2C)ccc1Cl | 14 | 1.5 | 2.1% | 26% | 59 | 32 | 1 | i | 4.4% | i | -1% | -2%
